# SRC2 inh – human SRC2 (NCOA2) inhibition; Q15596; HEK293 GAL4-SRC2 luciferase reporter, luminescence; inhibition, % at 9 µM; actives 0.17% (n = 370,000);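 active means inhibition above the mean inhibition of all tested compounds plus 3 SD, set per campaign, cut at about 52% in these data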;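 further: 0% = DMSO treated cells and 100% = cells given Gossypol at 36 µM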
# NR2F2 inh – blocks human COUP-TFII nuclear receptor. HEK293T NGFI-A luciferase reporter, luminescence. inhibition, % at 8.6 µM. P24468. actives 0.7% (n = 370,000);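 active means inhibition above a per-plate cutoff, mean inhibition of test wells between control levels plus 3 SD, cut at about 38% in these data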;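 further: cells cotransfected with COUP-TFII expression vector driving the NGFI-A reporter; 0% = median of COUP-TF2 test wells and 100% = reporter-only cells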
# Target sequence (P24468 whole entry, looked up): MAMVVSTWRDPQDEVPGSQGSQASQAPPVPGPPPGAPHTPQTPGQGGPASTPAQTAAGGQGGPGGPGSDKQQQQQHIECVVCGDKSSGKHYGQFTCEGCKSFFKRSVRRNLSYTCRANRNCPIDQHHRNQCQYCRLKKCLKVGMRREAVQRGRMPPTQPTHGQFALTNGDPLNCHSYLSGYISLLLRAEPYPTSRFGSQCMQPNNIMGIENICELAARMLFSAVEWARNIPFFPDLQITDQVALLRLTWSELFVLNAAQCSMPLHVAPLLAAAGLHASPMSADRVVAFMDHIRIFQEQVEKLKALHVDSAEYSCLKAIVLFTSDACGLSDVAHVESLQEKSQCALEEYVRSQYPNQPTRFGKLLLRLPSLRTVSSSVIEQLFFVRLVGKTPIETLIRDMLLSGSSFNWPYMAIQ
# Active calls of the source: *.
SRC2 inh	NR2F2 inh	smiles
10.3	-11.0	Fc1ccc(Cn2ccc3ccc(-c4ccc5ccn(Cc6ccccc6)c5c4)cc32)cc1
-14.6	-3.1	COc1ccccc1CNc1ccc2c(c1)OC[C@H](CC(C)C)NS2(=O)=O
19.7	-33.9	CCNC(=S)NNC(=O)CSc1nnc(-c2ccccc2)n1-c1ccc(Cl)cc1
-42.2	-1.5	CCn1c(SCC(=O)NN=Cc2c(C)nn(-c3ccccc3)c2C)nnc1-c1ccc(OC)c(OC)c1
-18.6	-12.3	Fc1ccc(-c2n[nH]c(=S)n2N=Cc2ccc(OCc3ccccc3)cc2)cc1
0.2	2.1	COC(=O)C1CN(C2CC2)CCS(=O)(=O)N1Cc1cn(Cc2ccc(Cl)cc2)nn1 (stereo not drawn)
7.4	-2.0	Cn1c(COc2ccccc2)nnc1SCC(=O)Nc1ccccc1-c1ccccc1
-2.3	3.6	CCOC(=O)CC[C@@H]1CC[C@]2(CCCN(Cc3nccn3C)C2)O1
-3.9	-15.1	O=C(OCc1cn(Cc2ccc(F)cc2)nn1)N1CCOCC1
-32.1	-20.6	COC(=O)c1cc2c(c3c4cc(F)ccc4n(S(=O)(=O)c4ccc(C)cc4)c13)C(=O)N(c1ccc(OC)cc1)C2
-16.2	-20.0	C=CCN1C(=O)[C@@H](CC(=O)NCCCN2CCCC2=O)[C@]2(C(=O)OC)CCCCC=C12
22.5	15.1	CC(C)[C@H](NC(=O)[C@@H](N)Cc1ccccc1)C(=O)N1CCC2CCN(Cc3ccccc3)CC21 (stereo partly drawn)
-7.7	11.9	O=C(CCc1c[nH]c2ccccc12)Nc1ccc(Nc2cccnc2)c(Br)c1
14.6	-1.2	COCCCNC(=O)C[C@H]1C[C@@]2(C(=O)OC)C(=C[C@H](C(C)(C)C)O[C@@H]2C)N(Cc2ccco2)C1=O
-3.0	-30.1	CCOc1ccc(-n2c(SCC(=O)Nc3ccc(S(=O)(=O)Nc4nccs4)cc3)nnc2-c2ccco2)cc1
-9.1	-0.9	Nc1nc2c(ncn2[C@@H]2O[C@H](C(=O)N[C@H](Cc3ccccc3)C(=O)NCc3ccccc3)[C@@H](O)[C@H]2O)c(=O)[nH]1
-10.0	-2.4	CCOC(=O)[C@@]12CN(C(=O)OC(C)(C)C)CC=C1N(Cc1ccc(OC)cc1)C(=O)[C@H]2CC(=O)NCCCCc1ccccc1
9.5	6.6	CCCCCCc1ccc(-c2ccc(C#N)cc2)cc1
-8.4	-20.1	COc1cccc(C(=O)N[C@@H](Cc2cccnc2)C(=O)N2CCC[C@H]2C(=O)NCc2ccccc2)c1
1.4	-16.9	CCN(C(=O)C1CCN(c2ncccn2)CC1)c1ccccc1

# Next compounds.
SRC2 inh	NR2F2 inh	smiles
-3.4	-6.0	O=S1(=O)C=CCN1Cc1cn(Cc2ccc(F)cc2)nn1
-13.3	0.0	COC(=O)C1=C(C)N(C)C(=NCc2ccccc2C(F)(F)F)NC1c1ccc(C(F)(F)F)cc1 (stereo not drawn)
-0.6	6.6	O=[N+]([O-])c1ccccc1S(=O)(=O)N1CCC(c2cn3ccccc3n2)CC1
-5.3	-0.6	COc1ccc(NC(=O)c2ccc3c(SCC(=O)O)c4c(nc3c2)CCCC4)cc1Cl
2.3	-8.1	CC(=O)c1ccc([C@H](O)[C@@H](C(=O)N(C)c2ccccc2)C2CC2)cc1
6.7	15.4	O=C(C1CCCCC1)n1ccc2ccc(-c3ccc4ccn(Cc5ccccc5)c4c3)cc21
12.6	14.1	O=C(Cc1c[nH]c2ccccc12)Nc1ccc(Nc2cccnc2)cc1
17.3	35.0	C/C(=N/NC(=O)CSc1nnc(SCc2ccc(C)cc2)s1)c1cccc(O)c1
11.2	2.4	Cc1ccc(NC(=O)c2ccc(CS(=O)(=O)Cc3ccccc3C)o2)cc1C
-19.5	1.6	C[C@@H]1CCN(C2CC2)S(=O)(=O)c2c(cccc2N2CCC[C@H]2CO)O1
-21.6	-8.8	Cn1c(/N=C/c2cc(Cl)ccc2O)nc2ccccc21
11.5	4.0	COc1ccc(CSc2nnc(-c3cccc(C)c3)n2C)cc1
-14.3	1.6	COC1=C[C@H](C(=O)NCc2ccc(OC)cc2)C(C)C(c2ccccc2)CC1=O (stereo partly drawn)
-19.1	-4.8	COc1ccc(-c2cc(-c3nnc(SCC(=O)Nc4cccc(Cl)c4C)n3N)[nH]n2)cc1
-37.4	-1.6	COC(=O)C1=C(C)N(C)C(=NCC2CC2)NC1c1cccc(C(F)(F)F)c1 (stereo not drawn)
-0.3	6.4	COC(=O)[C@]12C[C@H](CC(=O)NCc3ccc(OC)c(OC)c3)C(=O)N(CCc3ccc(OC)c(OC)c3)C1=C[C@H](COCc1ccccc1)O[C@@H]2C
-14.9	2.0	O=S1(=O)c2ccc(N3CC[C@@H](O)C3)cc2O[C@H]2CCN1C2
-3.9	-19.2	O=C(NS(=O)(=O)c1ccccc1[N+](=O)[O-])[C@H]1O[C@@H](n2ccc(=O)[nH]c2=O)[C@H](O)[C@@H]1O
-0.3	-10.8	COC(=O)[C@]12C[C@H](CC(=O)NCCCN3CCCC3=O)C(=O)N(CCc3ccc(OC)c(OC)c3)C1=C[C@H](C1CCCC1)O[C@@H]2C
19.9	4.3	COC(=O)[C@]12C[C@H](CC(=O)NCc3ccccc3)C(=O)N(Cc3ccc(Cl)cc3Cl)C1=C[C@H](COCc1ccccc1)O[C@@H]2C

# An excerpt from above in order of the SRC2 inh value, largest number first:
structure	SRC2 inh
COC(=O)[C@]12C[C@H](CC(=O)NCc3ccccc3)C(=O)N(Cc3ccc(Cl)cc3Cl)C1=C[C@H](COCc1ccccc1)O[C@@H]2C	19.9
Cc1ccc(NC(=O)c2ccc(CS(=O)(=O)Cc3ccccc3C)o2)cc1C	11.2
O=C(C1CCCCC1)n1ccc2ccc(-c3ccc4ccn(Cc5ccccc5)c4c3)cc21	6.7
COC(=O)[C@]12C[C@H](CC(=O)NCc3ccc(OC)c(OC)c3)C(=O)N(CCc3ccc(OC)c(OC)c3)C1=C[C@H](COCc1ccccc1)O[C@@H]2C	-0.3
O=S1(=O)c2ccc(N3CC[C@@H](O)C3)cc2O[C@H]2CCN1C2	-14.9
COC(=O)C1=C(C)N(C)C(=NCC2CC2)NC1c1cccc(C(F)(F)F)c1 (stereo not drawn)	-37.4

# New compounds follow
SRC2 inh	NR2F2 inh	smiles
-12.1	-8.9	O=S1(=O)CCSC[C@@H](CNCc2ccco2)N1
-44.1	-25.4	Cc1ccc(-c2c(NC(=O)Nc3ccc(F)cc3)nc3ncccn23)cc1
-22.6	15.3	CCCCCN1CCCCC(NC(=O)c2cc(OC)c(OC)c(OC)c2)C1=O (stereo not drawn)
9.7	-8.7	COc1cccc(C2=CC(c3ccc(OC)c(OC)c3)NC(=S)N2)c1 (stereo not drawn)
19.4	5.0	CCCCCCCCN1CCS(=O)(=O)N(Cc2ccccc2)C(C(=O)OC)C1 (stereo not drawn)
-9.4	-15.8	N#Cc1cc(F)cc(OC[C@@H](O)CN2CCC(C(O)(c3ccccc3)c3ccccc3)CC2)c1
7.2	11.1	Cc1ccc2c(c1)-n1c(nc3ccccc3c1=O)C(Cc1ccc(O)cc1)NC2=O (stereo not drawn)
-11.5	3.9	Cc1ccc2[nH]c3c(c2c1)CN(C(=O)CN1CCSCC1)CC3
10.2	16.2	Cc1cc(C)c(NS(=O)(=O)c2ccc(NC(=O)/C=C/C(=O)O)cc2)c(C)c1
-4.5	10.8	Cc1ccccc1C(=O)N[C@@H](Cc1cccnc1)C(=O)N1CCC[C@H]1C(=O)NCCc1ccccc1Cl
15.4	7.6	CCN(C)C(=O)CN1C(=O)C2CCCCN2C(=O)c2ccccc21 (stereo not drawn)
-46.6	-5.3	CC(C)N(Cc1ccccc1)S(=O)(=O)c1n[nH]c(C(C)(C)C)n1
19.5	1.3	COC(=O)c1cc2c(c3c4cc(C)ccc4n(S(=O)(=O)c4ccc(C)cc4)c13)C(=O)N(Cc1ccc(C(F)(F)F)cc1)C2
2.2	-3.2	CCOC(=O)CCCNC(=O)OC1CCC12CCC(c1ccccc1)CC2 (stereo not drawn)
-4.8	-15.0	COC(=O)c1cc(C)nc(Sc2ccccc2N)n1
-3.5	3.7	C[C@@H]1CCCCO[C@@H](CN(C)C(=O)Nc2ccc3c(c2)OCO3)[C@@H](C)CN([C@H](C)CO)C(=O)c2cc(NC(=O)Nc3ccc(C(F)(F)F)cc3)ccc2O1
23.4	-3.1	COc1ccc(C2CCC3(CCC(=O)N3CCO)CC2)cc1 (stereo not drawn)
-6.9	-3.4	Oc1ccc2ccccc2c1C=NN1CCN(Cc2ccc(Cl)cc2)CC1
-25.4	-5.5	COc1ccc2c(c1)C(=O)[C@H](O)[C@@H](c1ccc(OC)c(Br)c1)O2
-12.4	19.2	Cc1ccccc1CN1CCCCC(NC(=O)c2ccc3ccccc3c2)C1=O (stereo not drawn)

# Reprinted at random: 3 entries already listed.
SRC2 inh	NR2F2 inh	smiles
-16.2	-20.0	C=CCN1C(=O)[C@@H](CC(=O)NCCCN2CCCC2=O)[C@]2(C(=O)OC)CCCCC=C12
-25.4	-5.5	COc1ccc2c(c1)C(=O)[C@H](O)[C@@H](c1ccc(OC)c(Br)c1)O2
-32.1	-20.6	COC(=O)c1cc2c(c3c4cc(F)ccc4n(S(=O)(=O)c4ccc(C)cc4)c13)C(=O)N(c1ccc(OC)cc1)C2

# (continued)
SRC2 inh	NR2F2 inh	smiles
-8.8	2.3	COC(=O)[C@]12C[C@H](CC(=O)NCCCN3CCCC3=O)C(=O)N(Cc3cccc4ccccc34)C1=C[C@H](C(C)(C)C)O[C@@H]2C
-19.5	-1.8	O=Cc1ccccc1Cl
3.8	-16.9	COc1ccc(C(c2c(O)nc[nH]c2=O)c2c(O)nc[nH]c2=O)cc1
0.9	8.2	O=C(NNC(=O)c1cccs1)c1ccc([N+](=O)[O-])cc1
-11.5	-4.6	COc1ccc(-c2c(Cc3ccccc3)nc(NC(=O)c3ccccc3)n2C)cc1
-2.0	-22.9	COC(=O)Cc1nnn2c1[C@@H](C)[C@@H](c1ccccc1Br)OC[C@H](C)C2
-1.4	3.5	COC(=O)[C@]12C[C@H](CC(=O)NCC34CC5CC(CC(C5)C3)C4)C(=O)N(CCc3ccc(OC)c(OC)c3)C1=C[C@H](C1CCCC1)O[C@@H]2C
-12.4	9.8	COc1ccc(N2C(=O)c3n[nH]c(C(C)C)c3C2c2ccc(C)cc2)cc1 (stereo not drawn)
37.8	5.3	CCC(=O)Nc1ccc2c(c1)C(=O)N(C)[C@@H]1CC[C@@H](CC(=O)NCc3ccc(OC)cc3)O[C@H]1CO2
13.6	3.5	COC(=O)C1=C(C)N(Cc2cccc(C(F)(F)F)c2)C(=NCc2ccc3c(c2)OCO3)NC1c1ccc(Cl)cc1 (stereo not drawn)
-1.0	-22.1	COC(=O)c1cccc(OC[C@@H](O)CN2CCC(C(O)(c3ccccc3)c3ccccc3)CC2)c1
-8.2	-8.8	Cc1ccccc1NC(=O)N(C)[C@H]1C[C@H]2c3[nH]c4c(-c5ccccc5)cccc4c3CCN2C[C@H]1[C@H](C)O
-5.1	-4.3	CC(C)C[C@H](NC(=O)CC1CCCC1)C(=O)N1CCC[C@H]1C(=O)NCc1ccccc1
27.6	3.8	C=CC(=O)Nc1cccc(Oc2nc(Nc3ccc(N4CCN(C)CC4)cc3OC)ncc2Cl)c1
14.3	-15.7	O=C(NCCc1ccccc1)OCc1cn(-c2ccc(Cl)cc2)nn1
-3.1	-2.4	Cc1ccc(-n2c(COc3ccccc3)nnc2SCC(=O)Nc2ccc3c(c2)OCO3)cc1
18.4	27.9	C#CCN1C(=O)[C@]2(OC[C@@H]3Cc4ccccc4[C@@H]3C=C2C)c2ccccc21
1.6	-9.4	O=C(N=C1N(CC2CC2)CC2(C=C3CCCCC3n3c(=O)n(-c4ccccc4)c(=O)n32)N1C(=O)OCc1ccccc1)c1ccccc1 (stereo not drawn)
27.7	3.1	C=CCCC1CN(Cc2ccc(OC)cc2)S(=O)(=O)c2c(cccc2N2CCCC2)O1 (stereo not drawn)
-6.8	-9.4	C[C@@H]1ON(C)[C@H]2C[C@H]3c4[nH]c5c(-c6ccc7c(c6)OCO7)cccc5c4CCN3C(=O)[C@@H]12

# Remaining list, next part.
SRC2 inh	NR2F2 inh	smiles
14.2	12.0	Nc1ccc2nc(-c3ccc(-c4nc5ccc(N)cc5[nH]4)cc3)[nH]c2c1
-3.5	1.6	COc1ccc2c(c1)CNC2CS(=O)(=O)NCC(C)C (stereo not drawn)
6.7	4.5	C[C@@H]1CN([C@H](C)CO)C(=O)c2ccccc2-c2ccccc2CO[C@@H]1CN(C)C(=O)Nc1ccccc1
-1.1	1.0	COc1ccc(C(=O)C2(C(=O)NCc3ccccc3)CC(c3ccccc3C(F)(F)F)=NO2)cc1 (stereo not drawn)
-20.5	0.4	CCOC(=O)[C@]12CCCC=C1N(CCCOC)C(=O)[C@@H]2CC(=O)NCCCCc1ccccc1
9.5	3.0	CN(C(=O)C1CCN(c2cncnc2)CC1)C1CCCCC1
-40.6	-35.0	Cc1cccc(C=NNc2cc(C)c3cccc(C)c3n2)n1
-0.1	-0.8	CCCCCC(=O)NC1CCCCN(Cc2ccc(Cl)cc2)C1=O (stereo not drawn)
9.4	13.0	CCCCCCCCN1C(=O)[C@@H](CC(=O)NCCC(C)C)C[C@@]2(C(=O)OC)C1=C[C@H](C(C)C)O[C@@H]2C1CC1
-8.5	3.9	C[C@@H](NC(=O)c1ccccc1OCC(=O)Nc1ccc(I)cc1)C(=O)N(C)Cc1ccccc1
-4.7	2.9	Cc1cc(N2CCNC[C@@H]2C)ccc1N1CCS(=O)(=O)CC1
0.2	4.5	O=C(/C=C(\Nc1ccc(Cl)c(Cl)c1)c1ccccc1)c1ccccc1
-18.5	1.7	COc1cc(NC(=O)CSc2nc(C)cc(=O)[nH]2)cc(OC)c1
7.2	0.6	C[C@@H]1CCN(C2CC2)S(=O)(=O)c2ccc(N3CCC[C@@H]3C)cc2O1

# Source: PubChem

# These rows are one share of the data. The share of hits here may be higher or lower than overall.
